CD11b adhes inh – CD11b/CD18-fibrinogen binding inhibition. K562 CD11b/CD18 adhesion to fibrinogen, ATPlite luminescence; Mn2+ added to activate the integrin. inhibition, % at 10 µM. 0.54% of 93,000 active;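 active = primary inhibition of 50% or more at 10 µM, then 40% or more on retest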; also: some results filed as inactive read as strong as hits
Target sequence (P05107 whole entry, looked up, other chains not shown): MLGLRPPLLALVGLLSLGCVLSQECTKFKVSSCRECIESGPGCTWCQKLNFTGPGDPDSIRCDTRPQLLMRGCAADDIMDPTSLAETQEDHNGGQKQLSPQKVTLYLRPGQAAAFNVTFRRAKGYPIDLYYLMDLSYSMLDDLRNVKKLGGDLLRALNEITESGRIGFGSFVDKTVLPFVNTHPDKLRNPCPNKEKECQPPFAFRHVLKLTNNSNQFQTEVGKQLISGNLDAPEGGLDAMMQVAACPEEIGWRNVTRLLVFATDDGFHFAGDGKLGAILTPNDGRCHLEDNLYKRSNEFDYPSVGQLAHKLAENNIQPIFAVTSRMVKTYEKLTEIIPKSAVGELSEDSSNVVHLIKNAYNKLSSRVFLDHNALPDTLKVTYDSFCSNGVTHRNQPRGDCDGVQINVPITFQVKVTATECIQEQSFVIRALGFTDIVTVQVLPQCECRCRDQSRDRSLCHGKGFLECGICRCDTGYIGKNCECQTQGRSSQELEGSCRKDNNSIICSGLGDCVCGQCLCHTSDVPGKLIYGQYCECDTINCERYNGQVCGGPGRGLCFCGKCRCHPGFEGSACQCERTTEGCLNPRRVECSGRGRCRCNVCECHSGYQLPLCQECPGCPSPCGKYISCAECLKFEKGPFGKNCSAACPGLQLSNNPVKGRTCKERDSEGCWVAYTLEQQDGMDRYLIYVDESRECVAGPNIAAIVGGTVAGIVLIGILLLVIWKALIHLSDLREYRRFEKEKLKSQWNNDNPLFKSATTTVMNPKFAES
CYP2C9 activ – increases human cytochrome P450 2C9 activity | activation factor at 5 µM | P11712 | recombinant CYP2C9, luciferin-H conversion, luminescence; stronger effect = higher value; factor 1 = untreated enzyme, 0 = blocked | 1.4% of 96,000 active;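 active = activation factor of 2 or more for CYP2C9 at a 5 µM dose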;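 also: 0 = sulfaphenazole-blocked wells and 1 = vehicle-only wells; values of inactives mirror those of a sister screen read the other way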
CYP2C19 activ – cytochrome P450 2C19 (human) activation; P33261; recombinant CYP2C19, luciferin-H EGE luminescence; stronger effect = higher value; 0 = fully inhibited enzyme, 1 = untreated enzyme; activation factor at 5 µM; 96,000 tested, under 10 active; AID 1025;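 active = activation factor of at least 2 at 5 µM in the primary screen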;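 also: 0 = wells with 2.5 mM tranylcypromine and 1 = vehicle-only wells; values of inactives mirror those of a sister screen read the other way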
Pyk2 oligo antag – antagonists of human Pyk2 oligomerization; z-score (the deposit names both 25 µM and 10 µM); Q14289; AID 1347419; Q293 cells, Pyk2 FERM NanoBiT luminescence; stronger effect = lower value; 0.83% of 99,000 active;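 active = Z-score of -3 or lower, scaled per plate to the spread of control and sample wells; inactive = z-score above -3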;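 also: negative z-score means lost luminescence so less FERM oligomerization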
CYP2C9 inh – inhibitors of human CYP2C9. P11712. CYP2C9 Supersomes, luciferin-H conversion, luminescence. inhibition, % at 5 µM. 20% of 96,000 active;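 active = blocking of liver enzyme CYP2C9 beyond about 50% at 5 µM, limit read from the data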; also: values of inactives mirror those of a sister screen read the other way
MT1-MMP txn act – activates MT1-MMP transcription. HT1080 MT1-MMP promoter luciferase reporter, luminescence, overnight; stronger effect = higher value. AID 750. 0.16% of 86,000 active. activation factor at 10 µM;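 active = activation factor of at least 2 for MT1-MMP transcription at 10 µM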
CYP2C19 inhib – inhibitors of human CYP2C19. inhibition, % at 5 µM. AID 778. P33261. 21% of 96,000 active. CYP2C19 Supersomes, luciferin-H EGE luminescence, 30 min;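 active = CYP2C19 inhibition above a set limit at 5 µM in the primary screen, cut at about 50% in these data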;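 also: plate controls were negative control wells for no effect and 2.5 mM tranylcypromine positive control for full effect; values of inactives mirror those of a sister screen read the other way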
PLAP activator – human PLAP activation; P05187; purified PLAP enzyme, luminescent substrate read-out; stronger effect = higher value; activation fold at 20 µM; 1.2% of 96,000 active; in the data active = activation fold above about 2
CD11b adhes enh – CD11b/CD18-fibrinogen binding enhancement; P05107+P11215; K562 CD11b/CD18 adhesion to fibrinogen, ATPlite luminescence; activation, % at 10 µM; 0.07% of 93,000 active; AID 1499;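 active = 10 µM primary screen giving 50% or more activity, confirmed by 40% or more on retest at that dose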; also: strong numbers were not always called active; reference of the scale not given here
The depositor's hits bear a star; / = not tested or not shown.

SMILES	CD11b adhes inh	CYP2C9 activ	CYP2C19 activ	Pyk2 oligo antag	CYP2C9 inh	MT1-MMP txn act	CYP2C19 inhib	PLAP activator	CD11b adhes enh
Cc1ccc2c(c1)N(CC(=O)N1CCCCCC1)C(=O)CO2	-1.8	1	0.5	-0.24	3.5	1.1	47.7	1.2	-2.6
O=C(c1ccc(Cl)s1)N1CCc2ccccc21	-5.5	0.9	0.8	-0.77	7.8	1.5	23.0	0.9	-3.3
CCOC(=O)N1CCN(C(=O)c2ccc(C#CC3(O)CCCCC3)cc2)CC1	-20.2	0.8	1	-0.01	16.8	1.4	4.8	1.5	0.1
CCCCn1nc2cc(C(=O)NCc3ccco3)ccc2c1OCC	/	0.9	0.8	/	7.3	/	23.1	1	/
COc1ccc2cnn(Cc3ccccc3)c(=O)c2c1OC	7.4	1	0.7	-0.14	2.0	1	31.9	0.9	1.9
Cc1cc(Nc2ccccc2Cl)n2nnnc2n1	-31.7	0.9	0.9	0.41	6.1	/	11.2	0.9	-0.8
Cc1nnc(SCC(=O)NCc2ccccc2)n1-c1ccccc1	-1.4	1	0.8	1.27	-0.4	1.1	15.9	0.9	-4.1
CCCC(=O)Nc1ccc(C(=O)N/N=C2\CC(=O)CC(C)(C)C2)cc1	-2.2	0.6	1.1	0.75	39.3	/	-14.0	1.1	-1.9
COc1ccccc1N1CCN(C(=O)c2ccc(NC(C)=O)cc2)CC1	-10.7	1	1	-0.64	-4.2	0.9	-4.9	1	-1.8
COc1ccc(-c2noc(-c3ccccc3C(=O)NCc3ccco3)n2)cc1	-4.7	0.8	0.9	-0.78	23.4	1.1	11.8	0.8	4.9
CCOC(=O)c1sc2nc3c(cc2c1N)COC(C)(CC)C3 (centres undefined)	/	0.8	0.9	0.76	22.7	1.4	7.7	0.9	/
COc1ccc(CC(=O)Nc2cc(=O)n(C)c(=O)n2C)cc1	-0.8	0.7	0.5	/	32.2	1.1	45.9	0.8	5.9
Cc1nc2ccccc2nc1OCC(=O)N1CCN(c2ccccc2)CC1	4.4	1.2	0.8	0.64	-23.5	1.1	23.3	1.5	-3.4
CCSC1(SCC)N=C(N)C2(C#N)C(c3ccc(OC)c(OC)c3OC)C12C#N (centres undefined)	24.1	0.6	0.9	0.17	35.8	1.1	14.4	1.2	-3.5
c1ccc(-c2cnnc(SCc3cn4cccnc4n3)n2)cc1	-2.8	1	1	0.45	1.1	1.1	4.8	1	-2.8
O=C(c1cccc(Cl)c1)N1CCCC(C(=O)N2CCCCCC2)C1 (centres undefined)	14.9	1.1	0.8	-0.05	-5.3	1.2	24.2	1.3	-0.6
CCOC(=O)N1CCN(C(=O)CN(c2cccc(C(F)(F)F)c2)S(C)(=O)=O)CC1	1.3	0.9	0.7	1.29	7.4	1.1	29.6	1.5	0.7
COc1ccc(C2Oc3ccccc3C3=C2C(c2cccs2)n2ncnc2N3)cc1 (centres undefined)	10.5	0.3	0.8	-3.68*	67.4*	1.1	22.0	1.6	7.5
CNc1nc(C)nc(-n2nc(C)cc2C)n1	-8.6	1.3	1.2	-0.07	-28.9	1.2	-19.4	0.9	-6.9
O=C(Nc1ccc2c(c1)OCCO2)C1CCC1	6.9	0.9	1	-0.31	7.0	1.1	3.0	1	0.9
O=C(O)CC1NC(=S)N(c2ccccc2)C1=O (centres undefined)	-30.9	1.1	1.1	-0.05	-12.8	1.1	-6.9	1.1	-1.7
COc1ccc(N=C2S/C(=C\c3cc(C)n(C)c3C)C(=O)N2C)cc1	/	0.4	0.5	0.36	55.0*	/	50.8*	0.9	/
O=C(Cc1ccccc1)N1CCC(c2nc(-c3ccc(F)cc3)no2)CC1	32.5	0.7	0.8	0.74	34.9	1	23.1	1.5	-4.3
Cc1ccc(CCN2CC(C(=O)NCCCN3CCOCC3)CC2=O)cc1 (centres undefined)	-11.6	1.1	1.1	-0.15	-10.2	1.1	-8.6	1.1	-0.1
O=S(=O)(Nc1ccc(-c2cn3ccsc3n2)cc1)c1ccc2c(c1)OCCO2	5.3	0.1	0.2	-2.38	91.3*	1.2	76.4*	1.1	1.2
Cc1ccc(NC(=O)COc2ccccc2CNC(C)(C)CC(C)(C)C)cc1	35.0	0.9	0.5	0.34	6.3	1.2	45.8	16.2	-0.9
CCOC(=O)c1ccccc1NC1OC(=O)c2ccccc21 (centres undefined)	13.0	1.1	1.1	0.28	-15.0	1.2	-5.1	1.2	0.0
COC(=O)c1ccc(COC(=O)c2ccc(-n3cnnn3)cc2)o1	8.7	0.4	0.9	1.89	63.5*	1.2	13.7	1.2	-0.1
O=C(O)CCc1ccc(-c2cccs2)n1CC1CCCO1 (centres undefined)	6.8	1	1.1	0.22	-4.9	0.9	-8.3	1.5	0.8
CC12CC3(C)CC(C)(C1)CC(C(=O)NC(=S)N1CCOCC1)(C2)C3	/	0.9	0.9	-0.46	7.2	/	13.5	1	/

Pulled by structure from above:
SMILES	CD11b adhes inh	CYP2C9 activ	CYP2C19 activ	Pyk2 oligo antag	CYP2C9 inh	MT1-MMP txn act	CYP2C19 inhib	PLAP activator	CD11b adhes enh
O=C(O)CC1NC(=S)N(c2ccccc2)C1=O (centres undefined)	-30.9	1.1	1.1	-0.05	-12.8	1.1	-6.9	1.1	-1.7
CCOC(=O)c1ccccc1NC1OC(=O)c2ccccc21 (centres undefined)	13.0	1.1	1.1	0.28	-15.0	1.2	-5.1	1.2	0.0
COc1ccc(N=C2S/C(=C\c3cc(C)n(C)c3C)C(=O)N2C)cc1	/	0.4	0.5	0.36	55.0*	/	50.8*	0.9	/

Further results follow:
SMILES	CD11b adhes inh	CYP2C9 activ	CYP2C19 activ	Pyk2 oligo antag	CYP2C9 inh	MT1-MMP txn act	CYP2C19 inhib	PLAP activator	CD11b adhes enh
CCOC(=O)CSc1nc(C2CC2)nc2ccccc12	33.1	0.8	0.9	0.37	22.6	1.1	12.3	1.1	-1.2
Cc1cc(NC(=O)C2CCCCC2)nc2c1c(=O)oc1ccccc12	/	0.9	1	-0.72	6.3	/	3.5	1	/
COc1cccc2[nH]c3c(N4CCC(C(N)=O)CC4)ncnc3c12	-7.2	0.8	1	0.48	17.9	0.9	1.9	1.1	-3.6
Cc1ccccc1-n1nc2c(c1NC(=O)c1c(-c3ccccc3Cl)noc1C)CSC2	0.1	0.5	0.7	-0.75	50.0*	1.2	34.1	1.2	3.0
CCOc1ccccc1C(=O)OCC(=O)Nc1ncc(C(F)(F)F)cc1Cl	-35.7	0.7	0.1	-0.8	28.8	1	92.7*	1.5	9.1
CC(C)(C)c1ccc(S(=O)(=O)N2CCCCC2C(=O)NCc2ccccn2)cc1 (centres undefined)	19.0	1.2	0.4	/	-22.0	1	63.1*	1.6	0.4
CCOC(=O)c1cnc2ccc(Br)cc2c1NCC(C)O (centres undefined)	-4.1	0.8	0.9	0.49	15.8	0.9	11.4	0.8	-1.6
COc1ccc(NS(=O)(=O)c2ccc(NC(=O)c3cnn4c(C(F)F)cc(-c5ccc(C)cc5)nc34)cc2)cc1	/	0.4	0.8	/	60.0*	/	17.3	1.2	/
O=C(CSc1ccc2nnc(-c3cccnc3)n2n1)N1CCc2ccccc21	-59.5	0.7	1	/	34.7	1.2	0.5	1.1	1.8
CCN(CC)CCCNC(=O)c1cc2c(=O)n(C)c3ccccc3c2n1C	-1.5	1	1.1	/	-0.8	1.1	-5.0	1.1	0.6
CCOC(=O)c1c(NC(=O)C2c3ccccc3Oc3ccccc32)sc(C(C)=O)c1C	10.5	0.1	0.5	-0.69	94.4*	/	47.6	1	8.5
CC(=O)OCC(=O)Nc1ccc(C(C)=O)cc1	/	0.8	0.9	0.29	16.2	1	12.3	0.8	/
Cc1ccccc1NC1=NS(=O)(=O)c2ccccc21	-4.5	0.7	0.8	0.09	28.3	1.1	19.3	0.9	2.5
CCOC(=O)C1CCN(C(=O)c2ccc(Br)o2)CC1	-9.5	0.3	0.2	0.06	69.5*	1.1	81.8*	1.3	-4.1
O=C(COc1nncc2ccccc12)NCCC1=CCCCC1	-3.1	1	0.6	0.15	-4.2	1.2	35.6	0.8	-0.7
CCOC(=O)CSc1ccc2nnc(-c3ccccc3)n2n1	-33.0	0.8	1	/	24.0	1	-2.0	0.9	3.7
O=C(CSc1nnc2n(C3CCCC3)c(=O)c3ccccc3n12)N1CCCCCC1	-5.0	0.9	0.7	-2.73	10.5	1.3	30.6	1.6	-3.7
Cc1ccccc1NC(=O)c1cc(S(=O)(=O)N2CCOCC2)ccc1F	1.5	1	1	0.33	4.1	1.1	1.1	0.9	2.0
CCOC(=O)C1=C(C)N(CCO)C(=O)NC1c1ccccc1 (centres undefined)	31.4	0.7	0.6	-0.06	26.9	1.1	40.1	1.1	3.1
CSc1ccccc1NC(=O)CSc1nnnn1-c1ccccc1SC	8.4	3.1*	0.7	-2.6	-208.7	1	29.7	0.8	2.7
Cc1nc(CC(=O)Nc2nc(C(C)(C)C)cs2)cs1	-1.3	0.8	0.5	-0.21	17.0	1.2	47.3	1.1	-3.8
O=C(O)c1nc2ccccc2nc1C(=O)O	10.5	0.9	0.9	0.46	6.4	1.8	7.9	1	0.0
CCc1nc2ccccc2n1Cc1cc(=O)n2cc(C)ccc2n1	-6.7	0.6	0.8	-0.17	35.9	1	16.5	1.2	-0.2
CC(C)COC(=O)Cc1c(O)c2ccccc2[nH]c1=O	-2.4	0.8	1	1.1	21.5	1.1	4.9	1	-4.8
NC(=O)c1nn(-c2ccccc2)nc1N	5.5	1	1	-0.09	2.2	1.1	-3.2	1	-3.2
Cc1cc(C)c2c(=O)[nH]c(SCC(=O)Nc3ccccc3)nc2n1	2.2	0.8	0.8	-0.55	20.8	1.1	16.7	0.9	-0.8
O=C(N/N=C\c1cn[nH]c1-c1ccccc1)c1cccnc1	-6.1	0.9	0.9	0.4	14.6	1.2	11.2	/	-5.2
COc1ccc(C2=NC(C(F)(F)F)(C(F)(F)F)c3c(n(C)c(=O)n(C)c3=O)N2)cc1	17.2	0.8	1.1	-0.78	20.5	/	-13.7	1.3	1.5
c1coc(Cn2nnnc2CN2CCN(C3CCCC3)CC2)c1	/	1	1	0.5	0.6	1.2	-3.6	0.9	/
Cc1c(C(=O)O)oc2ccc(S(=O)(=O)NCc3ccccc3)cc12	-6.1	1.2	1.3	0.44	-24.1	1	-26.4	1.5	-2.0
CCN(CC)CCOCCOc1cc(C)c(Cl)c(C)c1	-8.9	1	1	-0.21	-4.8	1	3.2	0.8	-0.2
Cn1c(Cc2cccs2)n[nH]c1=S	-7.7	1.1	1	-0.36	-6.6	1.1	3.7	1.5	-1.0
O=C1CC(c2cccs2)Cc2nc(NCC3CCCO3)ncc21 (centres undefined)	35.0	0.3	0.1	-0.25	74.5*	1.2	85.2*	1	-1.4
O=C(O)CC(NS(=O)(=O)c1ccc(Br)cc1)c1ccco1 (centres undefined)	22.3	1.1	1.1	1.44	-9.8	1.1	-12.3	1.1	-3.4
Cn1cnnc1SCC(=O)NCCc1ccccc1	-49.7	1.1	0.8	-0.64	-7.3	/	23.1	0.8	0.3
COc1nc(C#N)c(N2CCOCC2)o1	1.5	1	0.9	-0.65	1.5	1.2	11.3	1.1	5.4
Cc1cc(-c2ccc(Cl)cc2)c(C#N)c(N)n1	4.7	0.8	0.8	1.4	16.2	1.2	23.1	0.9	-4.2
COC(=O)c1c(NC(=O)c2ccco2)sc(C(=O)N2CCCC2)c1C	-0.3	0.4	0.7	-0.51	60.6*	0.9	26.3	1.2	-4.4
CCc1nc2oc3cc(OC)ccc3c(=O)c2c(=O)n1-c1ccccc1	-12.3	1.2	1.2	-0.54	-23.7	1.2	-16.3	1	0.7
C=CCn1c(Cc2ccc(OCC)cc2)nnc1SCC(N)=O	-30.5	1.1	1	0.14	-9.3	1	1.2	0.9	0.9
Cc1cccc(-n2nnc(C(=O)N3CCc4ccccc4C3)c2N)c1	/	3.2*	0.9	-0.4	-223.1	1.3	11.7	1	/

Screens deposited in PubChem BioAssay by Sanford-Burnham Center for Chemical Genomics.

Hits appear at their usual frequency; 31% or so of the library scored in one or more.
